# Screens as filed in PubChem.
# phage Ecoli inh = growth loss of phage-infected E. coli, primary screen, RecBCD inhibitor project, absorbance, with phage, HTS; inhibition, % at 11.9 µM; 360,000 compounds, 0.26% hits; in the data active means inhibition above about 11%
# CDK5 inh = inhibitors of human CDK5/p35 kinase, primary screen, biochemical, single concentration | AID 488839, 2010 | 330,000 compounds, 0.01% hits | Cyclin-dependent kinase 5 (Homo sapiens) + Cyclin-dependent kinase 5 activator 1 (Homo … | Recombinant CDK5/p35, ADP-Glo luminescence, 60 min | inhibition, % at 10 µM;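 active means highest replicate inhibition of at least 50% and at least 75% of replicates reaching 50%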;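 further: plate controls were DMSO neutral control for no effect and GW8510 at 10 µM for full effect; many of its hits are not listed in these tables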
# HTR5A inv ctr = HTR5A inverse agonists in luminescence cell assay, primary screen, counter-screen for OPRM1-OPRD1 heterodimer inverse agonist project, full-deck HTS; inhibition, % at 9.3 µM; HTR5A cell line, inverse agonism; 5-hydroxytryptamine receptor 5A (Homo sapiens), P47898; 340,000 compounds, 0.083% hits; in the data active means inhibition mostly above about 23%, no sharp cut-off; inactive means mostly below about 18%;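 further: 0% = cells with DMSO and 100% = no-cell wells with DMSO; some compounds called inactive have numbers as strong as hits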
# Target sequence (P47898 whole entry, looked up): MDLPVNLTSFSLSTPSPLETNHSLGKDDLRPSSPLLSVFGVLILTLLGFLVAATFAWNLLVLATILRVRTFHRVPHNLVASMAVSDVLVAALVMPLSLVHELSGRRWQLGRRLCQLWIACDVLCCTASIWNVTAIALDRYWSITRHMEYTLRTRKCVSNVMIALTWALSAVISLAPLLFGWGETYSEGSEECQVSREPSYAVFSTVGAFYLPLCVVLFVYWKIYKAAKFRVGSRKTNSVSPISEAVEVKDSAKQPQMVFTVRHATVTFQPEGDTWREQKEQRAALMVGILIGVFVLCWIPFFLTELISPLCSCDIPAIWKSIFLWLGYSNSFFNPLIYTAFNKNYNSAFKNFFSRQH
# Tat export inh = E. coli Tat export inhibitors, primary screen, MC4100, TorA-mCherry reporter, fluorescence, single point | inhibition, % at 10 µM | 340,000 compounds, 0.036% hits | AID 488895, 2010;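 active means mean replicate inhibition at least 50% and at least half of replicates individually reaching 50%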;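 further: exported cargo escapes ClpAP degradation while cytoplasmic cargo is degraded and loses fluorescence; 0% = median of neutral control wells and 100% = median of NaSCN control wells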
# DAGLB inhibitor = DAGLB lipase inhibitors, primary screen, biochemical, fluorescence, HTS. HEK293T DAGLB membrane lysate, EnzChek fluorogenic substrate. inhibition, % at 5.17 µM. AID 504411, 2011. Diacylglycerol lipase-beta (Homo sapiens), Q8NCG7. 340,000 compounds, 0.059% hits; in the data active means inhibition above about 34%;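 further: 0% = enzyme with vehicle and 100% = wells lacking enzyme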
# Target sequence (Q8NCG7 whole entry, looked up): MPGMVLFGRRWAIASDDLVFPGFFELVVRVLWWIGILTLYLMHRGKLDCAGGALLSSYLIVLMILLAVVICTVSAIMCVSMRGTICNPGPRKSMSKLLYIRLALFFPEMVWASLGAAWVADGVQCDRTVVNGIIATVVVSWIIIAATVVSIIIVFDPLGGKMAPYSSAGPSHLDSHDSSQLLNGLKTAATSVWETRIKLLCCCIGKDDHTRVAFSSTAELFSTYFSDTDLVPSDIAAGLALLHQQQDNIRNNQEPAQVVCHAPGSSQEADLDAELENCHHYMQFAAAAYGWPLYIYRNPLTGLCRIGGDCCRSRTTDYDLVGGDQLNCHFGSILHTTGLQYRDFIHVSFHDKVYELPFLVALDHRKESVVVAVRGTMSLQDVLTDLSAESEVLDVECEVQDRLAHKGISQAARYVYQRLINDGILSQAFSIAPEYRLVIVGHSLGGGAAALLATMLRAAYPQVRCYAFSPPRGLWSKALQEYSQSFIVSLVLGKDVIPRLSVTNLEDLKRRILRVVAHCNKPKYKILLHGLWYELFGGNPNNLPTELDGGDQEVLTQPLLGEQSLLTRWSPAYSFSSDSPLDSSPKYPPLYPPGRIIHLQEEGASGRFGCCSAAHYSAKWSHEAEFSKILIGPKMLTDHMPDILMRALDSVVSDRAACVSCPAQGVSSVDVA
# SUMO Mot1 rescue = yeast Mot1-301 growth rescue at high temperature, primary screen, SUMOylation pathway inhibitor project, S. cerevisiae, ATP luminescence, 38.5C; S. cerevisiae Mot1-301 growth rescue; percent above DMSO median, 100 means doubled; growth rescue, % at 18.8 µM; 320,000 compounds, 1% hits; AID 2716, 2010;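 active means every valid replicate shows activation above 250% relative to neutral control wells; inactive means the rest, any valid replicate at or below 250%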;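 further: OY570 slx delta 5 strain wells were the positive control but not used for scaling; some compounds called inactive have numbers as strong as hits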
# PKA-R1A activ = activators of PKA-R1A holoenzyme, primary screen, biochemical, fluorescence polarization, Cy5-IP20, bovine R1A, mouse PKAc; 340,000 compounds, 0.083% hits; activation, % at 11.4 µM; PKA-R1A dissociation; scaled: DMSO 0%, 113 µM cGMP 100%; cAMP-dependent protein kinase type I-alpha regulatory subunit (Bos taurus) + …;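 active means percent activation above the mean of all tested compounds plus 3 SD, cut at about 19% in these data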;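 further: higher means more PKAc released from R1A so a rise in polarization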
# AddAB inh = growth inhibition of E. coli expressing H. pylori AddAB, primary screen, AddAB inhibitor project, absorbance. inhibition, % at 11.9 µM. 330,000 compounds, 0.29% hits. AID 435030, 2010; in the data active means inhibition above about 12%;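 further: 0% = vehicle wells of infected cells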
# Ecoli viability = E. coli V3065 growth inhibition, primary screen, counter-screen for AddAB inhibitor project, absorbance, OD600. 18 h. inhibition, % at 11.9 µM. 330,000 compounds, 0.27% hits;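 active means inhibition above the campaign's mean inhibition across all tested compounds plus 3 SD, cut at about 9.9% in these data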;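 further: uninfected addAB+ strain grown without phage in ampicillin broth; 0% = DMSO wells and 100% = ciprofloxacin 0.95 µg/ml wells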
# HTR5A ag = HTR5A agonists in luminescence cell assay, primary screen, counter-screen for OPRM1-OPRD1 heterodimer agonist project, full-deck HTS. activation, % at 9.3 µM. 340,000 compounds, 0.61% hits. cell-based; in the data active means activation mostly above about 9.5%, no sharp cut-off; inactive means mostly below about 7.6%;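 further: 0% = cells with vehicle only and 100% = reference agonist; strong numbers were not always called active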
# PKA-R2B act = activators of PKA-R2B holoenzyme, primary screen, biochemical, fluorescence polarization, Cy5-IP20, human; cAMP-dependent protein kinase catalytic subunit beta (Homo sapiens) + cAMP-dependent …; PKA-R2B holoenzyme dissociation; R2B truncated from residue 108, S112A mutant; 0% DMSO only, 100% 113 µM cGMP; activation, % at 11.4 µM; 340,000 compounds, 0.079% hits; AID 504700, 2011;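 active means activation above a cutoff set at the mean over all compounds plus 3 SD, cut at about 18% in these data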;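 further: higher means more holoenzyme dissociation and a rise in polarization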
# Numbers without * were called inactive; . = no result given. Hits appear at their usual frequency. Share with any hit: about 2.3%.
1. Cc1ccc(SC(C)C(=O)Nc2c(C)n(C)n(-c3ccccc3)c2=O)cc1 (stereo not drawn)
2. CCn1nc(C)cc1C(=O)N1CCCC(N2CCN(Cc3ccc4c(c3)OCO4)CC2)C1 (stereo not drawn)
3. CC1=C(C(=O)OC(C)C)C(c2cccc(F)c2)n2ncnc2N1 (stereo not drawn)
4. COc1cccc(C(=O)NCC(=O)OCC(=O)C(C)(C)C)c1
5. CCNC(=S)N(CCc1ccc(S(N)(=O)=O)cc1)C1CC(=O)N(c2ccccc2)C1=O (stereo not drawn)
6. COc1ccc2oc(C(=O)OCC(=O)N(CCC#N)c3ccccc3)c(C)c2c1
7. COc1ccc(Br)cc1S(=O)(=O)NCc1ccccn1
8. O=C(OCC(=O)N1CCCCC1)c1cccc(NS(=O)(=O)c2ccccc2)c1

entry no.,1,2,3,4,5,6,7,8
phage Ecoli inh,3.0,2.7,0.0,2.4,4.5,-1.7,-1.2,-0.1
CDK5 inh,-2.6,0.7,-2.9,0.6,0.7,0.1,0.5,2.0
HTR5A inv ctr,-14,2,-7,-9,2,-8,-5,5
Tat export inh,4,6,2,0,-11,-1,-6,2
DAGLB inhibitor,4,1,0,-4,-1,-3,0,3
SUMO Mot1 rescue,9,9,-7,-17,-6,-10,-23,9
PKA-R1A activ,6,-2,-6,1,-11,4,9,14
AddAB inh,0.3,-1.4,1.0,3.2,1.5,-2.8,5.6,-1.2
Ecoli viability,1.1,-1.1,-0.1,-0.3,1.2,0.9,-0.1,2.6
HTR5A ag,1,5,-1,4,6,3,2,5
PKA-R2B act,1,-5,4,2,4,-3,-4,5

9. C=CCn1c(C)nc2c(cnn2-c2ccccc2)c1=O
10. CCc1ccc(C(=O)N2CCCN(C)CC2)s1
11. O=C(CCS(=O)(=O)c1cccs1)Nc1ccc(C(=O)NCc2cccs2)cc1
12. Cc1ccc(CNC(=O)Cn2ccc3cc(S(=O)(=O)N4CCCCCC4)ccc32)cc1
13. c1cc(N2CCCC2)ccc1C(c1nnnn1C1CCCCC1)N1CCOCC1 (stereo not drawn)
14. O=C(Cn1cccc1)NC1CCCCCC1
15. CN(C1CCCCC1)S(=O)(=O)c1cccc(C(=O)Nc2ccccn2)c1
16. COc1ccc2c(=O)cc(-c3ccncc3)oc2c1OC

entry no.,9,10,11,12,13,14,15,16
phage Ecoli inh,4.0,2.8,2.2,-1.7,2.1,-0.3,3.2,2.5
CDK5 inh,0.8,-2.8,2.6,-0.7,-1.7,-1.2,-3.9,4.1
HTR5A inv ctr,-2,4,4,4,16,-20,3,-5
Tat export inh,-9,-4,6,-1,0,11,-1,-3
DAGLB inhibitor,-2,1,-2,2,5,-1,-3,-3
SUMO Mot1 rescue,-1,-15,-8,-14,5,3,30,.
PKA-R1A activ,6,-4,5,-4,10,-1,-1,-6
AddAB inh,0.0,3.9,1.7,0.8,-2.2,-0.4,3.4,.
Ecoli viability,1.5,1.9,1.2,-1.8,-1.2,-3.0,-0.4,.
HTR5A ag,-4,-1,8,2,-6,3,-1,1
PKA-R2B act,3,-5,-4,-9,2,-4,5,-10

17. CC1(C)CCCC2=C1CC1C(=O)N(Cc3cccnc3)C(=O)C1C2 (stereo not drawn)
18. CCOC(=O)C(NCc1ccc2c(c1)OCO2)(NC(=O)c1ccccc1)C(F)(F)F (stereo not drawn)
19. O=C(CNC(=O)c1ccccc1Br)N/N=C\c1cc([N+](=O)[O-])cc(Br)c1O
20. CC(C)(C)c1ccc(OCC(=O)Nc2ccncc2)c(Br)c1
21. COc1ccc(N/C=C2\C(=O)c3c(sc(C)c3C)N(C)S2(=O)=O)cc1
22. CCc1nnc(SCC(=O)Nc2ccccc2Cl)nc1CC
23. COc1cccc(/C=N/Nc2ncnc3scc(-c4ccccc4)c23)c1O
24. Cc1cccc(NC(=O)c2ccccc2NC(=O)c2ccccc2)n1

entry no.,17,18,19,20,21,22,23,24
phage Ecoli inh,1.9,3.7,4.2,1.1,0.4,0.6,11*,1.6
CDK5 inh,-0.9,2.2,0.4,0.7,-3.6,-1.3,2.5,-1.1
HTR5A inv ctr,-2,32,18,-13,-20,36,-14,-8
Tat export inh,8,-6,2,15,7,-4,0,-4
DAGLB inhibitor,-2,-2,10,-3,-5,-2,10,-14
SUMO Mot1 rescue,-13,36,25,19,2,-7,-2,-11
PKA-R1A activ,3,-3,3,-12,8,-5,-11,-6
AddAB inh,-1.5,3.4,3.7,2.5,2.7,-1.1,15*,2.6
Ecoli viability,-3.5,-3.0,-0.9,-0.5,2.7,0.2,17*,-1.7
HTR5A ag,4,7,-7,4,0,1,5,2
PKA-R2B act,-3,1,-5,-8,6,-13,-5,-5

25. Cc1cccc(C(=O)N(C)c2nnc(-c3ccncc3)s2)c1
26. O=C(COC(=O)c1cccc(O)c1)NC(=O)Cc1ccccc1
27. O=C(CC1NC(=O)NC1=O)Nc1ccc(Cl)cc1 (stereo not drawn)
28. Nc1ccc(S(=O)(=O)C(F)(F)F)cc1N
29. CCCCn1c(N)c(N(CCC(C)C)C(=O)C2CC(=O)N(c3ccccc3OCC)C2)c(=O)[nH]c1=O (stereo not drawn)
30. O=C(ONC(=O)C1CCCCC1C(=O)NOC(=O)c1ccccc1)c1ccccc1 (stereo not drawn)
31. CCN1C(=O)[C@@H]2[C@@H](c3ccc(-c4ccc5c(c4)OCO5)c(OC)c3)N3CCCC[C@@]3(C(=O)OC)[C@@H]2C1=O
32. CCOC(=O)N1CCN(C(=O)C(=O)c2cn(CC(=O)N3CCCCCC3)c3ccccc23)CC1

entry no.,25,26,27,28,29,30,31,32
phage Ecoli inh,0.2,0.3,0.3,2.3,-0.7,2.5,0.5,1.6
CDK5 inh,-1.3,1.1,-0.1,-1.0,-0.1,1.2,0.1,-0.7
HTR5A inv ctr,-10,-5,6,-3,-16,-14,-10,-23
Tat export inh,-3,1,11,3,-8,5,5,0
DAGLB inhibitor,1,2,-7,-1,2,-2,0,-2
SUMO Mot1 rescue,-8,12,-13,4,-16,.,15,1
PKA-R1A activ,2,-6,2,1,8,-1,3,-1
AddAB inh,2.9,3.9,2.1,1.9,5.0,.,0.7,1.1
Ecoli viability,2.0,2.1,0.2,-0.4,-0.6,.,-1.5,0.7
HTR5A ag,0,6,5,1,6,3,4,3
PKA-R2B act,3,5,-12,-13,3,-7,7,2

33. O=C(CCC(=O)N1CCCC(Nc2ccccc2)C1)c1ccc(F)cc1 (stereo not drawn)
34. CC(=O)N1CCOc2ccc(S(=O)(=O)N3CCC(C(=O)Nc4cc(C)cc(C)c4)CC3)cc21
35. CCCN1CCC(=O)N([C@H](CSc2ccc(OC)cc2)c2ccccc2)CC1
36. CC(CNC(=O)c1cccc(Br)c1)n1cncn1 (stereo not drawn)
37. CCN(CC)c1ccc(NC(=O)CCS(=O)(=O)c2cccc3nsnc23)c(C)c1
38. CC(=O)c1sc(N/N=C/c2cccc(O)c2)nc1C
39. Cc1noc(NS(=O)(=O)c2ccc(NC(=O)C34CCC(CC3)C4)cc2)c1C
40. CCOC(=O)C1CCCN(C(=O)c2cc(Cl)ccc2NC(=O)C2=C(C)OCCS2)C1 (stereo not drawn)

entry no.,33,34,35,36,37,38,39,40
phage Ecoli inh,-1.0,0.8,-0.2,1.5,3.7,1.4,0.5,0.9
CDK5 inh,-1.3,-0.3,-0.2,-1.0,-9.8,1.9,-0.4,0.9
HTR5A inv ctr,7,-3,5,21,28,11,-9,-20
Tat export inh,2,6,4,-11,16,-1,-3,6
DAGLB inhibitor,1,-3,1,-1,0,1,-3,1
SUMO Mot1 rescue,-3,-7,4,-4,100,-3,-12,-3
PKA-R1A activ,-4,2,-2,7,-13,-9,-6,-4
AddAB inh,1.7,0.3,2.9,.,0.0,2.6,1.6,0.4
Ecoli viability,2.5,1.3,-1.5,.,-0.7,2.7,0.9,-0.5
HTR5A ag,0,-5,-2,-6,3,-4,4,-4
PKA-R2B act,-10,-11,1,9,-1,-6,-6,3

41. C=CCSC1=C(C#N)C(c2ccc(C(C)C)cc2)CC(=O)N1 (stereo not drawn)
42. Cc1cc(-c2ccc(/C=N/n3cnnc3)o2)c([N+](=O)[O-])cc1C
43. COc1ccc(N2CCN(CC(=O)Nc3ccc(SC(F)F)cc3)CC2)cc1
44. COc1ccccc1C(c1nnnn1Cc1ccccc1)N1CCC(C(N)=O)CC1 (stereo not drawn)
45. COCCCN1C(=O)C(=O)/C(=C(/O)c2ccccc2)C1c1ccc2c(c1)OCO2 (stereo not drawn)
46. CN1/C(=c2/s/c(=C3/C(=O)N(c4ccccc4)NC3=Nc3ccccc3)n(C)c2=O)C(C)(C)c2ccccc21
47. Cc1ccc(Nc2ccccc2N)cc1
48. Cc1c(C(=O)NCCC2=CCCCC2)oc2ccc(S(=O)(=O)N3CCOCC3)cc12
49. Cc1cccc(Nc2nc(-c3ccccc3)c(C(=O)Nc3cccnc3)s2)c1

entry no.,41,42,43,44,45,46,47,48,49
phage Ecoli inh,1.1,3.1,3.2,3.5,1.2,1.8,-1.5,3.4,3.2
CDK5 inh,-0.2,-0.2,-0.8,2.9,0.0,1.2,0.5,-0.5,-3.3
HTR5A inv ctr,-44,8,12,-18,1,0,8,-58,-5
Tat export inh,3,-6,-6,4,7,4,-1,8,8
DAGLB inhibitor,-5,2,-1,-3,2,21,1,-7,2
SUMO Mot1 rescue,405*,0,19,-6,116,-7,3,-11,-16
PKA-R1A activ,-10,6,-10,-4,-10,11,1,-5,-5
AddAB inh,0.8,-2.7,3.7,2.8,-1.3,3.1,1.8,-0.6,2.3
Ecoli viability,-0.9,0.0,-3.2,0.7,1.4,1.7,2.2,-4.5,0.9
HTR5A ag,16,4,-5,1,-1,0,-3,3,2
PKA-R2B act,5,-5,2,-13,-2,-9,3,-5,1
